Cdc42 wt GTP: human Cdc42 wildtype GTP binding change, either direction | P60953 | GST-Cdc42 beads, Bodipy-GTP binding, flow cytometry; actives lie on both sides | percent activity (GTP binding), % at 10 µM | 190,000 compounds, 0.2% hits | AID 761;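 active = percent activity GTP binding at least 20 points away from the 100% baseline, either down as inhibitor or up as activator; inconclusive = compound flagged as likely green fluorescent from well-wide comparison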;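 also: median bead fluorescence of bound Bodipy-FL-GTP at 100 nM; 0% = excess unlabeled GTP control and 100% = no compound control; below 100% means less GTP binding so inhibitor and above means activator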
GSH fluor: compound fluoresces at 488/530 nm on GSH beads; fluorescence (KMESF) at 10 µM; GSH beads flow cytometry, compound fluorescence 488/530 nm; hits give high values; 190,000 compounds, 0.25% hits; AID 1776; in the data active = fluorescence above about 89;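 also: glutathione beads carrying GST-tagged Bcl family fusion proteins plus one bare bead set; values are compound well signal with DMSO vehicle wells as background; inactives centre near 16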
Rab7 wt GTP bind: alters GTP binding to wildtype dog Rab7; GST-Rab7 beads, fluorescent GTP binding, flow cytometry; actives lie on both sides; untreated = 100%, excess cold GTP = 0%; GTP binding activity (percent of control), % at 10 µM; 190,000 compounds, 0.055% hits;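 active = fluorescent GTP binding to Rab7 beads changed by at least 20 points from the 100% baseline, either direction, mostly lower; inconclusive = compound itself probably fluorescent, or too few beads counted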;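 also: median green fluorescence of bound Bodipy-FL-GTP per Rab7 bead population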
Pf gametocyte: P. falciparum stage V gametocyte viability inhibition | P. falciparum stage V gametocytes, ATP luminescence, 24 h | inhibition, % at 10.9 µM | 150,000 compounds, 0.065% hits | AID 743093;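 active = inhibition above the mean plus 3 SD of compounds within the control limits, set per campaign, cut at about 38% in these data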;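 also: 0% = DMSO wells and 100% = medium only without gametocytes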
Rac1 mut GTP: human Rac1 activated mutant GTP binding change. AID 764. GST-Rac1 activated beads, fluorescent GTP binding, flow cytometry; actives lie on both sides; 100% means binding = to untreated wells. 190,000 compounds, 0.11% hits. P63000. percent activity (GTP binding), % at 10 µM;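 active = GTP binding at least 20 percentage points away from the 100% baseline, in either direction, so actives lie on both sides; inconclusive = Compound likely fluorescent itself, or too few beads counted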
Rab2A wt mod: changes GTP binding to wildtype dog Rab2A, up or down. P61105. GST-Rab2 wt beads, Bodipy-GTP binding, flow cytometry. GTP binding activity, % at 10 µM. 190,000 compounds, 0.19% hits. AID 760;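 active = GTP binding activity at least 20 points away from 100%, either lowered or raised; inconclusive = signal likely due to the compound's own green fluorescence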;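 also: 0% = beads with excess unlabeled GTP and 100% = no-compound control corrected for plate trend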
ABCB1 inh: human ABCB1 inhibition, ABCG2 as counter-screen | AID 1326 | P08183 | inhibition, % at 6.6 µM | 190,000 compounds, 0.067% hits | CCRF-Adr cells, JC-1 efflux, flow cytometry; in the data active = inhibition above about 40%;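 also: 0% = vehicle and 100% = reference inhibitor; higher value means more JC-1 retained so stronger ABCB1 efflux block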
Target sequence (P08183 whole entry, looked up): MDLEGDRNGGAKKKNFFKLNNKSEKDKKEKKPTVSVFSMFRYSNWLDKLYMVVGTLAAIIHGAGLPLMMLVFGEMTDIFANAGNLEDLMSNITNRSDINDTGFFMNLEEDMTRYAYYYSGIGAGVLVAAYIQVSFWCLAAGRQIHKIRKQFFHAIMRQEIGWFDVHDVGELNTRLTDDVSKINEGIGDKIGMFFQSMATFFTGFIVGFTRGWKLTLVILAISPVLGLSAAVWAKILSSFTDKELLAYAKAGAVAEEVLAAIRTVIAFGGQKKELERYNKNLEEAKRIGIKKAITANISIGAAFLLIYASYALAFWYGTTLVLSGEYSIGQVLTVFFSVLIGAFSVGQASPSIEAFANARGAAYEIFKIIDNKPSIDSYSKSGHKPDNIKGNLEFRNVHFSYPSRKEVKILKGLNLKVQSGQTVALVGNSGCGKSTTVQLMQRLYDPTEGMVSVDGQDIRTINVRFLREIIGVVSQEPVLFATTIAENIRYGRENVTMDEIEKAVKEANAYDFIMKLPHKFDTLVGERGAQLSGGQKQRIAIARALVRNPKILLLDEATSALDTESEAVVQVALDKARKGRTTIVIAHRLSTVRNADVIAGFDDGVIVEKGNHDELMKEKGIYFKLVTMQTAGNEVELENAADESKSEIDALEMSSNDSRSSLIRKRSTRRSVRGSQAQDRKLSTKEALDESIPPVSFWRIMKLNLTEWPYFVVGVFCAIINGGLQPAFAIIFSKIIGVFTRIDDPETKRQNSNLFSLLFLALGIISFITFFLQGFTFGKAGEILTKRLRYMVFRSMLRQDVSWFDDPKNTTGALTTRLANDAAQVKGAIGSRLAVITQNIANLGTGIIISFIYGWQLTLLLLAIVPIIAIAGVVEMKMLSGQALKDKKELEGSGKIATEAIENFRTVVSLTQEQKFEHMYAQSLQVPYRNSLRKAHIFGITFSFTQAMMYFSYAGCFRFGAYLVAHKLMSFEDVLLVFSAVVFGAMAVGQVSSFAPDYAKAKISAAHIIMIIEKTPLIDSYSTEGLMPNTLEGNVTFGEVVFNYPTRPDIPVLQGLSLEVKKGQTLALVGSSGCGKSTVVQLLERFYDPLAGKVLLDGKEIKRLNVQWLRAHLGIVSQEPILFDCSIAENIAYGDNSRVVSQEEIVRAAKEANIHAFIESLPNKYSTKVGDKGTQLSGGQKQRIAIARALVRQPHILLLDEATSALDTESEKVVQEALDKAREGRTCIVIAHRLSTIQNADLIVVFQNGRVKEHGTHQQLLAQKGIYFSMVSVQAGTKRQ
ABCG2 inh: inhibitors of human ABCG2 transporter, ABCB1 counter-screen | Q9UNQ0 | IgMXP3 cells, JC-1 efflux, flow cytometry | inhibition, % at 6.6 µM | 190,000 compounds, 0.1% hits;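 active = inhibition above 80%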;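 also: 0% = DMSO and 100% = nicardipine control wells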
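Test system: IgMXP3 (ABCG2) plus far-red-tagged CCRF-Adr (ABCB1) cells. Reagent: JC-1 dye as substrate. Timing: 10 min exposure at 25 °C with rotation, no wash. Measured by: flow cytometric JC-1 green MFI at 530 nm. Read-out: percent efflux inhibition, scaled nicardipine 100% to DMSO 0%. Control set: nicardipine and DMSO wells.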
Rac1 wt GTP bind: modulators of human Rac1 wildtype GTP binding. P63000. GST-Rac1 beads, fluorescent GTP binding, flow cytometry; actives lie on both sides; 0 = cold GTP competed, 100 = untreated. GTP binding activity (% of control), % at 10 µM. 190,000 compounds, 0.27% hits. AID 757;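 active = GTP binding activity at least 20 points away from the 100% control level, either lower or higher; inconclusive = compound flagged as likely green fluorescent, judged across all proteins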
HRas wt GTP bind: modulators of GTP binding to human HRas wildtype | GST-Ras wt beads, Bodipy-FL-GTP binding, flow cytometry; actives lie on both sides | GTP binding activity, % at 10 µM | P01112 | 190,000 compounds, 0.14% hits;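 active = GTP binding activity at least 20% away from the 100% baseline, either lowered as inhibitor or raised as activator; inconclusive = flagged as likely green fluorescent, judged across all proteins in the well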;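 also: 0% = unlabeled GTP competition control and 100% = no-compound control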
Avidin bead fluor: compound fluoresces at 488/530 nm on avidin beads. AID 1775. compound fluorescence 488/530 nm, flow cytometry; hits give high values. fluorescence (KMESF) at 10 µM. 220,000 compounds, 0.38% hits; in the data active = fluorescence above about 47; also: inactives centre near 10
* marks the source's active call; other numbers are inactive results; u = inconclusive; x = no result given.

SMILES | Cdc42 wt GTP | GSH fluor | Rab7 wt GTP bind | Pf gametocyte | Rac1 mut GTP | Rab2A wt mod | ABCB1 inh | ABCG2 inh | Rac1 wt GTP bind | HRas wt GTP bind | Avidin bead fluor
CC1C/C(=C/c2ccncc2)C(=O)/C(=C/c2ccncc2)C1 (stereo not given) | 93 | 12 | 103 | -13 | 92 | 98 | 1.1 | 11 | 96 | 93 | 9
COc1ccccc1NS(=O)(=O)c1cc(NC(=O)c2sccc2C)ccc1N1CCCC1 | 93 | 9 | 102 | -13 | 91 | 96 | -0.7 | -3 | 95 | 95 | 9
COc1ccc(CN2CCN(C(=O)c3cccs3)CC2)cc1Br | 99 | 23 | 100 | -24 | 97 | 99 | 1.1 | 5 | 102 | 100 | 26
CC(CN1CCCC(C(N)=O)C1)c1ccccc1 (stereo not given) | 101 | 35 | 97 | -31 | 100 | 100 | 0.3 | -1 | 102 | 101 | 13
COc1cc(NC(=O)CN2C(=O)NC(C)(c3ccccc3)C2=O)c(C)cc1[N+](=O)[O-] (stereo not given) | 102 | 11 | 100 | x | 99 | 98 | 0.1 | 24 | 103 | 100 | 23
O=C(N/N=C/c1ccccc1)c1[nH]c2ccc(Br)cc2c1-c1ccccc1 | 99 | 20 | 101 | -6 | 101 | 99 | -0.7 | 11 | 102 | 100 | 12
O=C(O)c1cccc(CSc2nnc(Cc3ccccc3)o2)c1 | 95 | 20 | 92 | -21 | 93 | 93 | 0.5 | 2 | 94 | 96 | 37
COc1ccc(NC(=O)c2cn(-c3ccccc3)nc2-c2cc3ccccc3o2)cc1 | 102 | 27 | 97 | x | 98 | 101 | -0.5 | 2 | 102 | 103 | 10
C=C(C)CSc1nc2ccccc2[nH]1 | 105 | 23 | 100 | -9 | 100 | 101 | -2.8 | -9 | 105 | 103 | 11
CC(=O)C1(O)C(C)CC2C3CCC4CC(O)CCC4(C)C3=CCC21C (stereo not given) | 103 | 6 | 95 | x | 98 | 96 | 0.2 | 0 | 101 | 101 | 7
CS(=O)(=O)N(Cc1ccccc1)c1ccc(C(=O)Nc2ccccc2Sc2ccccc2)cc1 | 102 | 11 | 94 | -9 | 97 | 97 | 1.3 | 12 | 104 | 100 | 5
Cc1cc(C(=O)OCC(=O)c2ccc3c(c2)NC(=O)CO3)c2ccccc2n1 | 103 | 10 | 102 | x | 102 | 102 | 1.3 | 8 | 109 | 102 | 10
CC(OC(=O)c1cccnc1)C(=O)Nc1ccc2c(c1)OCO2 (stereo not given) | 96 | 16 | 104 | 0 | 94 | 97 | 0.9 | 11 | 96 | 97 | 9
Cc1c(C(=O)NC(C)C)sc2ncn(CC(=O)N3CCC(C)CC3)c(=O)c12 | 101 | 22 | 97 | 2 | 98 | 101 | 0.1 | 0 | 102 | 100 | 16
Cc1ccc(NS(=O)(=O)c2cc(C(=O)O)ccc2Cl)cc1 | 99 | 5 | 95 | -4 | 98 | 96 | 0.0 | 0 | 101 | 97 | 8
Cc1cccc(N2CCN(c3ccc(NC(=O)/C=C(/C(=O)O)c4ccccc4)cc3)CC2)c1 | 100 | 10 | 101 | 0 | 97 | 100 | -0.2 | -1 | 99 | 98 | 15
CCCc1cc(=O)[nH]c(SCC(=O)OCc2ccccc2)n1 | 96 | 26 | 96 | x | 98 | 98 | 1.4 | 31 | 101 | 97 | 35
CCN(CC)S(=O)(=O)c1cccc(C(=O)Nc2cc3oc4ccccc4c3cc2OC)c1 | 100 | 16 | 99 | -10 | 100 | 99 | -0.3 | -1 | 104 | 101 | 16
COc1cccc(/C=N/NC(=O)c2ccc(=O)n(C)c2)c1O | 99 | 15 | 97 | -3 | 99 | 96 | 0.6 | 10 | 100 | 99 | 9
CCSc1nc2c(cnn2-c2ccc(C)c(C)c2)c(=O)[nH]1 | 103 | 15 | 101 | x | 100 | 98 | -0.1 | 3 | 106 | 101 | 17
CCOC(=O)c1cn(-c2ccccc2)nc1-c1cccnc1 | 103 | 44 | 101 | 2 | 99 | 102 | 0.7 | 4 | 105 | 102 | 5
OC(COCC1COc2ccccc2O1)CN1CCN(c2ccc(F)cc2)CC1 (stereo not given) | 103 | 13 | 98 | x | 99 | 99 | 1.1 | 5 | 102 | 99 | 14
O=C(O)C1C2C=CC(C2)C1C(=O)NC1CCN(Cc2ccccc2)CC1 (stereo not given) | 100 | 32 | 101 | 0 | 96 | 101 | 0.2 | 3 | 101 | 103 | 13
Cc1c(Br)c(C(F)(F)F)nn1CC(=O)N1CCCC1 | u | 16 | u | x | u | u | 0.3 | 1 | u | u | 27
O=C(Cn1cc2c(n1)CCCC2)NCCCN1CCCC1 | 105 | 19 | 102 | x | 102 | 102 | -1.8 | -2 | 109 | 104 | 8
Cc1cc(C)cc(-n2nc(C)cc2N)c1 | 92 | 12 | 98 | x | 94 | 94 | 0.1 | 0 | 95 | 95 | 14
COC(=O)c1cc(-c2c(C)oc3cc(OC)ccc3c2=O)c(C)o1 | 102 | 21 | 95 | x | 99 | 98 | -0.6 | -3 | 105 | 96 | 24
CC1=CC(C)(C)Nc2ccc(OC(=O)CCN3C(=O)c4ccccc4C3=O)cc21 | 101 | 12 | 97 | -5 | 102 | 98 | 3.4 | 3 | 106 | 98 | 14
COc1ccc(C2C(C(=O)NCc3cccnc3)c3cc(OC)c(OC)cc3C(=O)N2C)cc1 (stereo not given) | 102 | 25 | 96 | x | 101 | 104 | 0.7 | 2 | 105 | 101 | 32
CC1CN(CCCOc2ccccc2[N+](=O)[O-])CC(C)O1 (stereo not given) | 108 | 13 | 105 | x | 101 | 104 | 0.5 | 0 | 111 | 105 | 8
COc1ccc(CCN(C)c2ncnc3sccc23)cc1OC | 91 | 16 | 100 | 1 | 90 | 89 | 0.3 | 5 | 90 | 91 | 10
O=C(CCN1CCCC1)Nc1ccc(Br)cc1 | 99 | 28 | 101 | x | 99 | 98 | 0.0 | -1 | 103 | 100 | 7
CCOC(=O)c1cccc(NC(=O)c2ccco2)c1 | 103 | 4 | 97 | 8 | 100 | 99 | 0.2 | 1 | 105 | 99 | 4
COc1ccccc1-c1cc(C(F)(F)F)c(C#N)c(=O)[nH]1 | 83 | 12 | 91 | -2 | 80 | 85 | 1.1 | 15 | 83 | 88 | 12
COC(=O)c1sc2nc(CN3CCOCC3)nc(N3CCOCC3)c2c1C | 105 | 33 | 105 | -3 | 103 | 106 | 0.5 | 3 | 107 | 104 | 9
Cc1cc(C)nc(SCc2nnc(SCC(=O)Nc3ccc(C)c(C)c3)o2)n1 | 99 | 9 | 99 | -2 | 97 | 99 | 1.3 | 3 | 96 | 101 | 13
CCOC(=O)CSC1=C(C#N)C(=O)NC(c2ccc(OC)c(OC)c2)S1 (stereo not given) | 103 | 26 | 104 | x | 100 | 102 | -1.0 | -7 | 108 | 104 | 20
COc1ccc(-c2nnc(SC)o2)c(OC)c1 | 98 | 19 | 104 | -15 | 95 | 97 | 1.0 | 5 | 99 | 97 | 11
O=C(c1ccc(Cl)nc1)N1CCN(S(=O)(=O)c2ccc(Cl)cc2)CC1 | 97 | 9 | 94 | -12 | 96 | 96 | -0.4 | -2 | 96 | 96 | 8
COc1ccc(CC(=O)NCC2COc3ccccc3O2)cc1 (stereo not given) | 97 | 19 | 102 | 10 | 98 | 97 | 0.5 | 1 | 98 | 100 | 11
Cc1ccccc1N1C(=O)c2cccc([N+](=O)[O-])c2C1=O | 98 | 9 | 104 | 2 | 97 | 100 | 0.1 | -1 | 103 | 100 | 9
CCN1C(=O)c2ccccc2Sc2ccc(C(=O)NCCCN3CCOCC3)cc21 | 98 | 16 | 105 | 3 | 99 | 100 | 0.6 | 2 | 101 | 99 | 7
CCC1CCC2(CC1)NNC(=S)NN2 | 104 | 21 | 102 | x | 100 | 106 | 0.1 | 0 | 101 | 104 | 14
CC(=O)N1CCN=C1SCc1ccc(F)cc1 | 96 | 19 | 94 | x | 98 | 100 | -1.5 | -3 | 100 | 97 | 4
COc1ccc(N(CC(=O)NCc2cccs2)S(=O)(=O)c2c(C)n[nH]c2C)cc1 | 98 | 16 | 96 | -1 | 97 | 97 | 1.5 | 3 | 97 | 98 | 6
COc1ccc(NC(=O)Nc2cccc(F)c2)c(OC)c1 | 98 | 14 | 95 | -11 | 94 | 95 | -0.6 | 4 | 97 | 95 | 10
COc1ccccc1NC1SC(=O)N(c2ccccc2)C1=O (stereo not given) | 96 | 36 | 93 | 13 | 92 | 93 | -2.2 | -3 | 94 | 93 | 6
CCOC(=O)N1CCN(C(=O)COc2ccc(S(=O)(=O)NC3CCCCC3)cc2C)CC1 | 104 | 23 | 103 | x | 100 | 102 | 1.0 | 6 | 104 | 102 | 18
CCN(Cc1ccccc1)S(=O)(=O)c1ccc2c(c1)NC(=O)CC(=O)N2 | 96 | 12 | 92 | x | 94 | 95 | 0.2 | 15 | 95 | 93 | 9
Clc1cccc(-c2nc(NCc3cccnc3)c3ccccc3n2)c1 | 102 | 20 | 96 | x | 101 | 103 | 0.7 | 5 | 102 | 102 | 11
C=CCOc1c(CNc2ccc(C(=O)O)cc2)cccc1OCC | 99 | 14 | 99 | 14 | 95 | 99 | 3.0 | 7 | 100 | 99 | 15
O=C(NN=C(Cc1ccccc1)Cc1ccccc1)c1ccc(F)cc1 | 99 | 6 | 98 | 14 | 93 | 104 | -0.1 | -1 | 106 | 98 | 2
CC(=O)Nc1ccc(S(=O)(=O)NC2(C(F)(F)F)C(=O)Nc3c2c(=O)[nH]c(=O)n3Cc2ccccc2)cc1 (stereo not given) | 99 | 16 | 98 | 10 | 99 | 99 | 0.3 | 1 | 103 | 101 | 12
COc1ccc(CCNC(=S)Nc2ccc(OC)cc2)cc1 | 104 | 10 | 99 | -10 | 102 | 102 | 0.1 | 1 | 106 | 102 | 5
N#CC(C#N)=C(N)CSc1cccc[n+]1[O-] | 95 | 10 | 103 | 1 | 96 | 99 | 0.4 | 1 | 95 | 99 | 26

Two successive entries from above, for reference:
SMILES | Cdc42 wt GTP | GSH fluor | Rab7 wt GTP bind | Pf gametocyte | Rac1 mut GTP | Rab2A wt mod | ABCB1 inh | ABCG2 inh | Rac1 wt GTP bind | HRas wt GTP bind | Avidin bead fluor
CC(=O)Nc1ccc(S(=O)(=O)NC2(C(F)(F)F)C(=O)Nc3c2c(=O)[nH]c(=O)n3Cc2ccccc2)cc1 (stereo not given) | 99 | 16 | 98 | 10 | 99 | 99 | 0.3 | 1 | 103 | 101 | 12
COc1ccc(CCNC(=S)Nc2ccc(OC)cc2)cc1 | 104 | 10 | 99 | -10 | 102 | 102 | 0.1 | 1 | 106 | 102 | 5

Compounds as they come. About 1.1% of those tested had a hit in this group.
